High-throughput results: PubChem BioAssay, several laboratories
C-LANA FP: KSHV C-LANA DNA binding inhibition | MBP-C-LANA/FAM-LBS DNA binding, fluorescence polarization | inhibition, % at 9 µM | 340,000 compounds, 0.078% hits | AID 504423;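 active means highest replicate inhibition at or above 60% at 9 µM, even if other replicates fall short; inactive means all replicates below 60% inhibition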;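 further: 0% = neutral control wells and 100% = 4 µM acridine orange control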
NSD2 HMT inh: inhibitors of human histone methyltransferase NSD2; NSD2 peptide methylation, AlphaScreen, 120 min; inhibition, % at 12.5 µM; 310,000 compounds, 0.54% hits; AID 743445; in the data active means inhibition above about 50%
Target sequence (O96028 whole entry, looked up): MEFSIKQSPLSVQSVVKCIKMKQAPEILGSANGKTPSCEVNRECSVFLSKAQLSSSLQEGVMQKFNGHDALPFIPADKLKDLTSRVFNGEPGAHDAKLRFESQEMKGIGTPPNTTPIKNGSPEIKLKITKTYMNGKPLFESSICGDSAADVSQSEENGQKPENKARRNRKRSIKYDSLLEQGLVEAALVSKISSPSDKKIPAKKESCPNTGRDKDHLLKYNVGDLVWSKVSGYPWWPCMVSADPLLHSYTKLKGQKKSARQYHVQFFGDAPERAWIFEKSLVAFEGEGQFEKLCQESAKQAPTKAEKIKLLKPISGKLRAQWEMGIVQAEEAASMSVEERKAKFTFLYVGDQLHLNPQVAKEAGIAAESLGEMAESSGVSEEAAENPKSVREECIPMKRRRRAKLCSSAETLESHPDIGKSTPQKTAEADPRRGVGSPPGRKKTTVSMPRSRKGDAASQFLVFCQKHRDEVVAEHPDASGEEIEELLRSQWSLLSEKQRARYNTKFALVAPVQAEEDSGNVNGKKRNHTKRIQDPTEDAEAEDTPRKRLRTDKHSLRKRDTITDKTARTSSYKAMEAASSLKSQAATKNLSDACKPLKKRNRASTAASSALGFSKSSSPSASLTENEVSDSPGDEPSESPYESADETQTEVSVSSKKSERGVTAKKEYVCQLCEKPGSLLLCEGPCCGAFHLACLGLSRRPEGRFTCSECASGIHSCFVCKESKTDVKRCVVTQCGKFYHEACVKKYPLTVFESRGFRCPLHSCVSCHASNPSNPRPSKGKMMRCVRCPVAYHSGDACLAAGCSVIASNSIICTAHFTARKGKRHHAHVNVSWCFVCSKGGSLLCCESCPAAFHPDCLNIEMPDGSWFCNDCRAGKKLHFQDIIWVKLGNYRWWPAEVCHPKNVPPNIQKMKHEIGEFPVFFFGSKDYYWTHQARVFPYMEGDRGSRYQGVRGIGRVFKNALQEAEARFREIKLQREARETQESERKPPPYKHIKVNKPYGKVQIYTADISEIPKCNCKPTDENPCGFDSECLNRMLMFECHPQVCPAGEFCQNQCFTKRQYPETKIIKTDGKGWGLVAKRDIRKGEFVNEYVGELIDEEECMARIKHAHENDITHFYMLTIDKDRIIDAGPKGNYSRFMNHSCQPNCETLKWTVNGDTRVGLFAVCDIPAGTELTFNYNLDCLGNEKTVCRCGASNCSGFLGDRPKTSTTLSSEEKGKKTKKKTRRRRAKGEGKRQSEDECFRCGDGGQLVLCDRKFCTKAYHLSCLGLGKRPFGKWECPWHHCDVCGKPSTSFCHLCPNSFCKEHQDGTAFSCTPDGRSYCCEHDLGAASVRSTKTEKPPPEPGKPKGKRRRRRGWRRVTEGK
PvdQ acylase: P. aeruginosa PvdQ acylase inhibition; 340,000 compounds, 0.063% hits; AID 488965; purified PvdQ acylase, fluorescence plate reader; inhibition, % at 10 µM; in the data active means inhibition above about 30%, passing the limit was not always enough; inconclusive means no clear call, values can overlap the other calls;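 further: 0% = vehicle neutral wells and 100% = reference inhibitor wells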
dFosB activator: activators of mouse delta FosB homodimer | P13346 | purified delta FosB, TAMRA-CDK5 oligo fluorescence polarization; percent of positive-control signal above neutral wells | activation, % at 25 µM | 340,000 compounds, 0.99% hits | AID 493131;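 active means mean activation above about 17%, with every replicate also reaching it, limit read from the data, passing the limit was not always enough; inconclusive means only one of the two conditions met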;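 further: fluorescence polarization rise as delta FosB binds a TAMRA Cdk5 AP-1 oligo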
PfHsp90 set2: growth inhibition of yeast expressing Plasmodium Hsp90; inhibition, % at 9.4 µM; S. cerevisiae expressing PfHsp90, BacTiter-Glo ATP, 48 h; yeast lacking PDR1 and PDR3 efflux regulators; 310,000 compounds, 0.32% hits; AID 504621;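 active means every replicate shows inhibition above about 80%, whatever the replicate mean, limit read from the data; inconclusive means mean inhibition reaches the set limit but some replicate falls short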;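 further: 0% = DMSO neutral controls and 100% = 20 µM radicicol positive controls; yeast relying on Plasmodium falciparum Hsp90 in place of its own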
RTF Ca sens act: increases calcium sensitivity of human cardiac regulated thin filaments; P19429+P45379; IANBD-labeled TnC RTF fluorescence at EC20 calcium; 0% EC20 calcium, 100% full calcium; activation, % at 7.2 µM; 340,000 compounds, 0.24% hits; AID 493008;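 active means activation above the mean over all tested compounds plus 3 SD, cut at about 30% in these data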;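 further: rise in fluorescence read as greater calcium sensitivity of cardiac thin filaments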
RTF Ca sens inh: cardiac RTF calcium desensitization; P19429+P45379; IANBD-labeled cardiac RTF, Ca2+ fluorescence; inhibition, % at 7.15 µM; 340,000 compounds, 0.12% hits; AID 493244;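 active means inhibition above the mean inhibition of all tested compounds plus 3 SD, cut at about 17% in these data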;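 further: assay run at fixed EC70 calcium of 1.6 mM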
CDK5 inh: inhibitors of human CDK5/p35 kinase; inhibition, % at 10 µM; Q00535+Q15078; Recombinant CDK5/p35, ADP-Glo luminescence, 60 min; 330,000 compounds, 0.01% hits; AID 488839;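 active means highest replicate inhibition of at least 50% and at least 75% of replicates reaching 50%; inconclusive means only one of the two criteria met; inactive means both criteria failed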;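 further: plate controls were DMSO neutral control for no effect and GW8510 at 10 µM for full effect; many of its hits are not listed in these tables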
Keap1-Nrf2 PPI: disrupts human Keap1 binding to Nrf2 peptide; Keap1 Kelch-Nrf2 peptide fluorescence polarization, 1536-well; inhibition, % at 9.4 µM; 340,000 compounds, 0.15% hits; AID 504523; in the data active means inhibition above about 12%; inconclusive means no clear call, values can overlap the other calls; inactive means below about 7.3%;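 further: human Keap1 Kelch domain with fluorescein labeled Nrf2 9mer peptide probe; 0% = neutral control wells and 100% = peptide positive control; higher means more block of Keap1 binding to Nrf2 peptide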
Rtt109 HAT inh: C. albicans Rtt109 histone acetyltransferase inhibition. Q5AAJ8. purified Rtt109/Vps75, ThioGlo CoA-SH fluorescence, 4 h. inhibition, % at 34.9 µM. 330,000 compounds, 0.16% hits. AID 540336;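 active means inhibition of at least 50% in every replicate; inconclusive means best replicate reaches 50% inhibition but some replicates fall short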
Mot1-301 SUMO: SUMOylation pathway inhibition by Mot1-301 growth rescue | 320,000 compounds, 1% hits | growth rescue, % at 18.8 µM | S. cerevisiae Mot1-301 growth rescue, ATP luminescence, 38.5C; percent above DMSO median, 100 means doubled;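 active means every valid replicate shows activation above 250% relative to neutral control wells; inactive means the rest, any valid replicate at or below 250%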;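 further: OY570 slx delta 5 strain wells were the positive control but not used for scaling; some compounds called inactive have numbers as strong as hits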
Numbers without * were called inactive; ? = inconclusive; . = no result given.

canonical_smiles	Mot1-301 SUMO	dFosB activator	C-LANA FP	RTF Ca sens act	NSD2 HMT inh	PfHsp90 set2	Rtt109 HAT inh	PvdQ acylase	RTF Ca sens inh	CDK5 inh	Keap1-Nrf2 PPI
Cc1cccc(C)c1N1CCN(c2ccc3nnc(C(F)(F)F)n3n2)CC1	-14	-11	-0.3	-1	34	.	-5	-3	-5	-0.9	-4
Cn1c(=O)n(CC#N)c2ccccc21	-4	6	-0.4	5	-3	.	6	-6	-7	-0.3	1
CCOc1ccc(OCCOCCN2CCc3ccccc3C2)cc1	-1	3	0.5	-2	5	1	-1	-11	-10	0.1	0
C=COCCNC(=O)Nc1ccc(Cl)cc1Cl	1	0	0.3	-2	-2	-5	-6	-4	-3	-0.8	-2
CCc1ccc(NC(=O)CCC(=O)c2ccc(C)cc2)cc1	27	-4	2.1	7	6	-8	-2	-7	-10	-4.5	-5
CC1=C(C)CC(C(=O)Nc2nc(-c3ccc(C)cc3C)c(C)s2)C(C(=O)O)C1 (centres undefined)	-8	-4	0.0	1	15	-22	-7	-3	7	0.6	1
CC(=O)c1cccc(OCC(=O)Nc2cc(S(=O)(=O)N3CCOCC3)ccc2N2CCCC2)c1	-5	3	.	-2	0	18	.	-3	-1	-1.0	.
Cc1csc(N2CCN(c3cc4nc(-c5ccncc5)[nH]c4cc3Cl)CC2)n1	11	0	0.3	-5	.	-24	-1	-2	-4	-0.5	-7
O=C(O)c1cccc(C(=O)c2cccc3ccccc23)c1	19	-3	0.0	6	-1	6	4	0	-14	1.0	-5
O=C(Nc1ccccc1C(=O)OC1CCOC1=O)c1ccco1 (centres undefined)	-28	-6	-0.9	8	10	.	6	-7	-2	0.5	0
COc1ccc(C2CC(c3ccc(OC)cc3)n3nc(NC(=O)c4ccco4)nc3N2)cc1 (centres undefined)	175	-15	0.8	9	3	0	15	-14	-4	-1.0	-1
O=C(OCCCOC(=O)c1ccc([N+](=O)[O-])o1)c1ccc([N+](=O)[O-])o1	528	7	0.3	-6	0	3	1	-15	-2	-0.1	2
O=C(COc1ccccc1-c1ccccc1)N/N=C/c1ccc2ccccc2c1	-2	0	1.0	0	-1	-46	-15	-13	10	-0.7	-6
COc1ccc(/C=C2\SC(=S)N(CCCC(=O)N3CCN(C)CC3)C2=O)cc1	-5	-7	-0.1	10	21	10	.	11	0	8.6	-6
Cc1cccc(N2CCC(N3CCN(C4CCCCC4)C(CCO)C3)CC2)c1C (centres undefined)	41	-8	0.2	-4	7	13	1	-17	-1	-0.9	-4
C=CCC[C@H](Cc1ccc(F)cc1)C(=O)OC[C@H](Cc1c[nH]c2ccccc12)NC(=O)[C@H](CC=C)CC(=O)N(CCO)Cc1ccccc1	-7	-10	0.1	-1	.	0	5	-7	-2	-1.1	-4
CC(=O)Nc1cccc(OCCCNS(=O)(=O)c2ccc(C#N)cc2)c1	9	-4	-0.1	1	3	0	2	-16	0	1.0	-2
Cc1ccccc1NC(=O)CCN1C(=O)CSC1=O	-10	-3	-1.0	-3	-2	-7	-5	-9	-9	-0.4	2
COc1ccc(NC(=O)CN(c2ccc([N+](=O)[O-])cc2)S(=O)(=O)c2ccccc2)cc1	27	1	-0.8	5	-2	4	-4	-25	-2	1.9	-5
Cc1ccc(S(=O)(=O)N(CCC(=O)N2CCOCC2)c2ccccc2)cc1	.	2	-0.5	-4	2	.	-9	-15	-8	1.0	-4
COc1cccc(C2C(C(=O)OCc3ccccc3)=C(C)Nc3ncnn32)c1OC (centres undefined)	9	-2	-0.5	0	.	.	5	-11	1	1.0	3
O=C(CSC1=Nc2ccccc2C2CC=NN12)Nc1ccc(F)c(F)c1F (centres undefined)	10	6	2.7	-3	-1	-1	4	1	3	-0.9	-3
CCOC(=O)c1c(C)[nH]c(C(=O)OCC(=O)Nc2cc(Cl)ccc2OC)c1C	-6	-1	0.0	3	1	23	-5	10	-2	5.2	0
CC(C)(C)n1cc(S(=O)(=O)c2ccccc2)[nH]c1=O	2	-8	-0.3	13	1	-28	4	-21	-15	-5.7	-6
CN(C(=O)c1cccc([N+](=O)[O-])c1)c1ccccc1C(=O)NCc1ccccc1	-7	6	0.2	-2	17	-30	10	-15	-9	-0.1	-3
N#CCCN1CCN(C2=NC(=O)/C(=C\c3cccs3)S2)CC1	.	-11	0.7	5	1	-2	?	5	-7	-0.9	-3
CC1=C(C(=O)Nc2ccccc2C)C(c2ccc(C)o2)NC(=S)N1 (centres undefined)	8	-3	-1.3	-1	11	7	7	-6	3	0.4	-5
Cc1cc([N+](=O)[O-])nn1CC(=O)c1ccccc1	5	-6	-0.5	-5	1	-7	-12	3	4	1.4	0
CC1CCCCN1C(=O)c1ccc(NC(=O)c2ccccc2Cl)cc1 (centres undefined)	35	-3	-0.2	0	-1	15	-1	-4	-5	0.0	6
Cc1ccc(S(=O)(=O)N2CCOCC2)cc1C(=O)O	-8	1	-0.3	1	0	-9	6	-8	-3	1.2	-3

(more compounds)
canonical_smiles	Mot1-301 SUMO	dFosB activator	C-LANA FP	RTF Ca sens act	NSD2 HMT inh	PfHsp90 set2	Rtt109 HAT inh	PvdQ acylase	RTF Ca sens inh	CDK5 inh	Keap1-Nrf2 PPI
CCOC(=O)C1(CCOc2ccccc2)CCN(Cc2ccc(COC)o2)CC1	-9	1	0.6	0	2	-17	.	14	-16	0.1	-4
O=C(Nc1ccc(C(=O)N2CCN(c3ccc(F)cc3)CC2)cc1)C1=CSCCO1	9	-12	-0.1	-1	2	-7	5	-15	-8	-0.6	-2
CCN(CC)S(=O)(=O)c1ccc(NC(=O)COC(=O)c2cc(S(=O)(=O)Nc3ccc(OC)cc3)ccc2O)cc1	-18	-14	1.2	13	-1	-28	-3	-7	1	-6.2	-1
O=C(Cc1ccc(Cl)cc1)NNC(=O)C(=O)NC1CCCCC1	-1	3	-0.2	-3	-1	0	-2	-14	0	0.1	-7
Cc1ccc(S(=O)(=O)Nc2ccsc2C#N)cc1	-1	-6	-2.3	-2	0	3	17	15	-9	1.7	-1
Cc1cccc(OCc2nc3ccccc3c(=O)n2N)c1	-20	-8	1.6	11	0	-19	-11	-12	-16	-0.5	-4
COc1ccccc1-c1nn(-c2ccccc2)cc1C(=O)NC1CC1	-10	-11	0.6	4	0	-9	-2	-4	2	1.2	3
O=C(Nc1cccc(F)c1)Nc1ccnn1C1CCN(C(=O)c2cscn2)CC1	-7	6	0.0	3	-3	24	-7	6	-2	-0.6	0
O=C(c1ccncc1)N1c2ccccc2Sc2ccccc21	1	-7	2.5	-6	1	-2	5	0	5	-1.5	-1
CSc1nsc(SCC(=O)N2CCN(c3ccccc3)CC2)n1	-19	0	2.3	2	-1	-56	7	-27	-5	3.6	-6
Cc1ccc(C(=O)Nc2cc(=O)n(C)c(=O)n2C)o1	336	-2	1.3	5	0	.	-3	-12	-8	-1.1	-2
CC(C)COc1cccc(C(=O)NNC(=O)C2COc3ccccc3O2)c1 (centres undefined)	-15	-9	-0.3	-3	-4	-7	-7	0	-8	-1.2	-2
Cc1nn(Cc2ccc(Cl)cc2)c(C)c1NC(=O)c1c(-c2ccccc2)noc1C	61	-7	1.0	6	-1	.	10	-9	1	-1.1	-3
CN(C)CCN(C(=O)c1cc(Cl)sc1Cl)c1nc2ccc(F)cc2s1	5	2	0.0	-5	0	-39	-6	-13	-5	2.3	-7
CCCCC(CC)c1nnc(NC(=O)c2cccs2)s1 (centres undefined)	.	-12	-1.2	0	1	-23	?	-11	-8	1.5	8
O=S(=O)(c1ccc(NC(=S)Nc2ccccc2)cc1)N1CCOCC1	-2	-11	0.4	16	.	-19	-2	4	-8	-2.3	-5
CCOC(=O)c1cc(-c2ccccc2)n(CCC(=O)N2CCN(c3ccccn3)CC2)c1C	-24	-11	1.9	2	8	-13	4	-9	-2	0.4	0
CCOc1ccc(-n2ccnc(SCC(=O)NC3CCCC3)c2=O)cc1	-16	-1	1.0	-1	0	6	1	-6	8	-2.0	-1
Clc1ccc(C2Nc3cccc4cccc(c34)N2)c(Cl)c1	.	-9	-0.3	-1	5	18	-11	-2	0	-0.3	0
O=C(CCSc1nc2ccccc2s1)N/N=C/c1c(O)ccc2ccccc12	9	21*	1.2	-3	.	10	-1	9	-4	2.0	-3
CC(C)CN(C(=O)CN1CCN(S(=O)(=O)c2ccccc2)CC1)c1c(N)n(CC(C)C)c(=O)[nH]c1=O	-12	-7	0.1	-4	1	-7	5	-12	-9	-2.3	2
O=c1cc(CO)oc(C(Nc2ccccn2)c2ccc(F)cc2)c1O (centres undefined)	-21	-6	2.4	-4	1	-28	-10	1	-5	0.5	-22
Cn1c(N)c(C(=O)COC(=O)c2cc(-c3ccco3)nc3ccccc23)c(=O)n(C)c1=O	.	-8	1.0	-5	.	1	-3	-15	6	-2.7	-4
CC(Oc1ccc2c3c(c(=O)oc2c1)CCC3)C(=O)NC1CCN(Cc2ccccc2)CC1 (centres undefined)	2	-5	1.0	-4	3	-4	12	-2	-5	0.9	3
CC(C)(Cc1cccc(CC(C)(C)C(=O)O)c1)C(=O)O	-11	-12	-0.9	26	.	13	3	-2	-4	-6.9	-6
CCOC(=O)c1ccc(NC(=O)CCC(=O)OC)cc1	-7	-1	0.1	-4	-1	-5	1	-18	-13	0.8	2
Cc1cccc2nc3ccccc3nc12	13	-4	-0.5	2	-2	-31	-6	-3	9	0.3	-1
CC1CCCCC1NC(=O)CCN1C(=O)C2C3C=CC(C3)C2C1=O (centres undefined)	4	-5	0.1	-4	-1	19	10	2	1	0.5	1
Cc1cc(NC(=O)/C=C/c2ccccc2)c(C(C)C)cc1O	-29	-6	1.7	-2	-1	8	-2	-6	5	-2.5	-2
Cn1c(=O)c(C#N)c(-c2ccc(F)cc2)c2cc(C(=O)c3cc(Cl)cc(Cl)c3O)cnc21	.	-6	-1.7	-5	.	-23	3	-5	8	-1.7	0

The results go on.
canonical_smiles	Mot1-301 SUMO	dFosB activator	C-LANA FP	RTF Ca sens act	NSD2 HMT inh	PfHsp90 set2	Rtt109 HAT inh	PvdQ acylase	RTF Ca sens inh	CDK5 inh	Keap1-Nrf2 PPI
CC(C)(C)OC(=O)NCCCCCNC(=O)c1[nH]cnc1C(=O)Nc1ccc(Cl)cc1	-27	1	1.1	-9	.	64	3	2	0	-0.9	2
O=C(CN1CCCN(Cc2ccc(F)cc2Cl)C1=O)NCc1ccccc1	-24	-1	1.8	1	-1	-5	-1	-1	-3	-0.9	2
CCc1sc(C(=O)N2CCN(c3ncccn3)CC2)cc1Br	-19	-8	0.5	-1	-2	6	5	-18	2	0.8	-4
CCc1nnc(NC(=O)c2ccc(S(C)(=O)=O)cc2)s1	-8	-3	0.2	0	0	5	-5	-14	2	0.4	1
Cc1[nH]n(C(N)=S)c(=O)c1N=Nc1cccc(C(F)(F)F)c1	22	0	-2.4	-1	2	-17	0	-11	-2	0.2	4
